From PubChem BioAssay
NPYLR7 agonist: agonists of mosquito NPYLR7 receptor, primary screen, cell-based, Aedes aegypti, calcium fluorescence, mosquito biting behavior; HEK293T NPYLR7/Galpha15, GCaMP6s calcium fluorescence; activation, % at 10 µM; 270,000 compounds, 0.15% hits; in the data active means activation above about 40%;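 further: 0% = vehicle and 100% = reference agonist at the receptor; some compounds past the cut are filed as inactive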
mcGAS lum: cyclic GMP-AMP synthase inhibitors, mouse, primary biochemical chemiluminescence; Q8C6L5; recombinant cGAS, Kinase-Glo ATP depletion luminescence; inhibition, % at 12.5 µM; 160,000 compounds, 0.15% hits;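 further: 0% = negative control wells and 100% = reference inhibitor with no enzyme activity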
hcGAS inh: Primary biochemical luminescence assay for human cyclic GMP-AMP synthase inhibitors | Q8N884 | recombinant h-cGAS, ATP depletion, Kinase-Glo luminescence | 290,000 compounds, 0.081% hits | inhibition, % at 12.5 µM;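 further: 0% = vehicle reaction and 100% = reaction without DNA for no activity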
Target sequence (Q8N884 whole entry, looked up): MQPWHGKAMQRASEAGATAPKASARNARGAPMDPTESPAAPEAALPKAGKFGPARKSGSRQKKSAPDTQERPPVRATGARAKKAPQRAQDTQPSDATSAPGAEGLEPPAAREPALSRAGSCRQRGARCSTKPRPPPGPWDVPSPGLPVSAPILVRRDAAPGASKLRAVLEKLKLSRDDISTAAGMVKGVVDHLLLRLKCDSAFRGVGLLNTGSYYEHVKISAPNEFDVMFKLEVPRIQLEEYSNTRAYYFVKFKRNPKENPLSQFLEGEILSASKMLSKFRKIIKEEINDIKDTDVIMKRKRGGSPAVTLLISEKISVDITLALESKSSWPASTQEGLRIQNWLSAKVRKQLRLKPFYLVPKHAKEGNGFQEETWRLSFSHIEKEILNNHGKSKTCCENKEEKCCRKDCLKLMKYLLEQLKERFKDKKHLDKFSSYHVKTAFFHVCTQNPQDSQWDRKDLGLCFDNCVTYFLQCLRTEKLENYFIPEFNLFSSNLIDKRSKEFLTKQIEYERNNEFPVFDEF
Numbers without * were called inactive; x = no result given; & = joins results of further samples. Unless noted, no stated cut-off is given here; in the data, active means inhibition above about 40%; inactive means the rest.

Second line of a record – NPYLR7 agonist	mcGAS lum	hcGAS inh
- CC(=O)NCC1CCN(Cc2nnc(C)o2)CC1
  -2	x	-4
- COCc1cc(N(C)CCc2ccc(OC)c(OC)c2)nc(SCc2ccc(C(=O)NCCN3CCOCC3)o2)n1
  13	-5	-10
- COC(=O)c1cc(-c2cc(OC)ccc2F)c[nH]1
  0	x	-3
- COC(=O)c1ccc(COC(CN2CCN(C(=O)CCC3CCCC3)CC2)c2cccc(OC)c2)cc1 (configuration not stated)
  x	2	1
- COc1cc(NC(=O)N2CCc3cc(OC)c(OC)cc3C2c2ccccc2Cl)cc(OC)c1 (configuration not stated)
  15	-7	-2
- Cc1c(Cl)cccc1-n1nnc(C(=O)N(C)C2CCS(=O)(=O)C2)c1C (configuration not stated)
  3	-11	-13
- COCc1cc(N(C)CCc2ccc(OC)c(OC)c2)nc(SCc2ccc(C(=O)NCc3ccc4c(c3)OCO4)o2)n1
  14	-4	-13
- Cc1ccc(NC(=O)c2nc[nH]c2C(=O)Nc2ccc(C)cc2)cc1
  -4	2	4
- CC(C)c1ccc(Nc2nnc(SCC(=O)N(C(C)C)C(C)C)s2)cc1
  0	-5	-2
- CSc1ccc(CNC2CCN(C(=O)c3ccoc3)CC2)cc1
  2	-10	0
- COc1ccc(Cn2cnc3c4ccccc4n(CC(=O)NCCc4ccccc4)c3c2=O)cc1
  0	0	4
- CN(Cc1nc2ccccc2n1C)C(=O)c1ccc(-c2ncn[nH]2)cc1
  12	x	-5
- CCCCCOc1ccc(Nc2ccc(-c3cccc(OCC)c3)cn2)cc1
  -1	-1	0
- Cc1nc(SCc2cc(C(=O)O)c(C)o2)c(C#N)c(C)c1C
  0	-5	-1
- O=C(C1CCN(C2=NS(=O)(=O)c3ccccc32)CC1)N1CCCc2ccccc21
  5	x	3
- C[C@@H]1CCC2[C@](C)(CO)[C@@H](O)CC[C@]2(C)[C@]12CCC(CO)(CCO)O2 (some centres not stated)
  4	-5	0
- CCN(CC)C(=O)CSc1nnc(SC(C)C(=O)NC(=O)NC)s1 (configuration not stated)
  10	-5	-10
- CS(=O)(=O)N1CCC(C2CCN(C(=O)c3cc(C4CC4)[nH]n3)C2)CC1 (configuration not stated)
  x	-7	-14
- Cc1nc(Sc2ccc3c(c2)OCCO3)c2c3c(sc2n1)CCCC3
  6&-9	x	-4&-6
- CC1CCN(CCCNS(=O)(=O)c2cc(F)cc(F)c2)CC1
  16	x	-12
- COCC1(C(=O)NC(C)Cc2cc(C)[nH]n2)CCC1 (configuration not stated)
  x	-14	-5
- CN(CC1CC(=O)N(C(C)(C)C)C1)c1nccc(N2CCC(O)CC2)n1 (configuration not stated)
  x	-16	-5
- C=CCN(CC1CCCCC1)C(=O)c1csc(S(N)(=O)=O)c1
  0	x	-3
- CC1Cc2nc(SCC(=O)NCc3ccccc3)n(Cc3ccccc3)c(=O)c2S1 (configuration not stated)
  2	x	-7
- CC(C)C(=O)N[C@H]1C[C@@H](C(=O)NCCCN2CCCC2=O)N(C)C1
  3	x	-6
- CC(N(C)C(=O)Nc1cccc(N2CCOC2=O)c1)C1(C)CC1 (configuration not stated)
  -18	x	-11
- O=C1OC(c2ccc(Br)o2)=N/C1=C\c1coc2ccc(Cl)cc2c1=O
  -12	2	3
- O=C(/C=C/c1cccnc1)N1CCc2ccc(NC(=O)C3(c4ccccc4)CC3)cc2C1
  -2	-1	6
- COc1ccc(OC)c2sc(N(Cc3ccccc3)C(=O)CS(=O)(=O)c3ccccc3)nc12
  -6	-3	1
- Cc1ccc(Oc2ncccc2CNC(=O)c2c(C)cccc2Cl)cn1
  -1	x	-3
- Cc1cccn2c(CC(=O)NCc3nncn3C3CCCCC3)cnc12
  6	x	-8
- c1c[nH]c(CN2CC(COCC3CC3)C3(CCOCC3)C2)c1 (configuration not stated)
  x	-3	-3
- CC1(C(=O)NS(=O)(=O)Cc2ccccc2C(F)(F)F)CCN1C(=O)c1ccccc1 (configuration not stated)
  0	x	-9
- CCCN(CC(=O)N(CCc1c[nH]c2ccccc12)Cc1ccc(C(C)(C)C)cc1)C(=O)C1CCC1
  -3	1	2
- Cc1nn2c(CN(C(=O)CN3CCOCC3)c3ccccc3)nnc2c2ccccc12
  2	x	-2
- FC(F)(F)c1ccc(-c2nc(CSCc3ccco3)cs2)cc1
  -5	-4	-3
- CC1(C(=O)NS(=O)(=O)c2ccc3ccccc3c2)CCN1C(=O)Cc1ccsc1 (configuration not stated)
  0	x	-9
- O=C(CCc1ccco1)N1CCc2onc(-c3ccc(C(F)(F)F)cc3)c2C1
  4	-14	1
- COc1cccc(C=C2N=C(c3ccccc3)OC2=O)c1
  -2	-4	-3
- O=C(c1ccccc1)N1CCCN(c2nc3ccccc3c3nnc(-c4ccco4)n23)CC1
  x	-2	-2
- COc1ccc(C(=O)Nc2cc3c(C)cc(=O)oc3cc2C)o1
  24	-13	-1
- Cc1cc(C(=O)NCC2CC(=O)N(C3CCCC3)C2)n[nH]1 (configuration not stated)
  10	x	-6
- COc1ccc(C2=NOC(CN(Cc3cccc(F)c3)C(=O)c3ccco3)C2)cc1OC (configuration not stated)
  15	-6	-6
- O=C(CCc1ccccc1)N1CCCC(Nc2ccccc2)C1 (configuration not stated)
  -9	-1	2
- O=C(/C=C/c1ccccc1)Nc1ccc2c3c(cccc13)CC2
  1	-10	-4
- C/C=C(\C)C(=O)N1CC(=O)N2CCc3cc(OC)c(OC)cc3C2C1 (configuration not stated)
  24	-7	-5
- Cc1cccc(Cl)c1S(=O)(=O)N1CCC(O)(C(=O)O)CC1
  0	x	-6
- COCCNC(=O)Cn1cnc2c(nnn2-c2ccc(C)c(Cl)c2)c1=O
  -3	-8	-8
- O=C(Nc1ccc2c(c1)CCCN2S(=O)(=O)c1cccs1)c1ccccc1C(F)(F)F
  -2	x	-12
- Cc1ccc(CCC(=O)NNC(=O)Cc2ccc(F)cc2)c(C)c1
  16	-15	-10
- COC(=O)C(C)Sc1ncnc2c1nnn2-c1ccc(F)cc1 (configuration not stated)
  9	4	-4
- CCN(CC)CCN1CCN(c2cc(C(=O)Nc3cc(OC)c(OC)c(OC)c3)ncn2)CC1
  -5	2	0
- CC(=O)NC(C)c1nc2ccccc2n1CC(=O)Nc1ccc(Cl)cc1F (configuration not stated)
  14	x	-1
- Cc1nc(C)c(Cc2ccccc2F)c(N2CCN(S(=O)(=O)c3ccc(Br)cc3)CC2)n1
  x	-7	-4
- CC(=O)Nc1cccc(-c2cnc(NC(C)=O)cn2)c1
  2	x	-14
- Cc1cn2c3c(=O)n(C)c(=O)n(C)c3nc2n1Cc1ccc(Cl)cc1Cl
  2	x	-9
- CC(NC(=O)CC12CC3CC(CC(C3)C1)C2)c1nn[nH]n1 (configuration not stated)
  x	-6	-12
- O=[N+]([O-])c1cccc(-c2n[nH]c(=S)o2)c1
  22	-5	-3
- Cc1nn(-c2ccccc2)c(Oc2ccccc2)c1CN(Cc1ccccc1)CC(O)COCC(C)C (configuration not stated)
  -8	-4	0
- COc1cccc(C(=O)CSc2nnc(-c3cccnc3)n2Cc2ccco2)c1
  9	x	-8

Laid out differently: 6 of the compounds above
Compound | NPYLR7 agonist | mcGAS lum | hcGAS inh
COc1ccc(C2=NOC(CN(Cc3cccc(F)c3)C(=O)c3ccco3)C2)cc1OC (configuration not stated) | 15 | -6 | -6
O=C(CCc1ccccc1)N1CCCC(Nc2ccccc2)C1 (configuration not stated) | -9 | -1 | 2
O=C(/C=C/c1ccccc1)Nc1ccc2c3c(cccc13)CC2 | 1 | -10 | -4
C/C=C(\C)C(=O)N1CC(=O)N2CCc3cc(OC)c(OC)cc3C2C1 (configuration not stated) | 24 | -7 | -5
Cc1cccc(Cl)c1S(=O)(=O)N1CCC(O)(C(=O)O)CC1 | 0 | x | -6
COCCNC(=O)Cn1cnc2c(nnn2-c2ccc(C)c(Cl)c2)c1=O | -3 | -8 | -8

New compounds follow:
Second line of a record – NPYLR7 agonist	mcGAS lum	hcGAS inh
- O=C(CCN(CCCN1CCOCC1)c1nc(-c2ccco2)nc2ccccc12)N1CCN(c2ccccc2F)CC1
  -3	-7	-6
- COc1ccc(S(=O)(=O)N(CCN2CCOCC2)CC(=O)N(CCc2ccc(OC)c(OC)c2)Cc2ccco2)cc1
  13	-6	-8
- O=C(NC1CC1)C1CCN(Cn2ccc(-c3ccc(F)cc3)n2)CC1
  -1	x	-2
- CCN(CC)S(=O)(=O)c1ccc2[nH]c(=O)cc(C(=O)Nc3ccc(F)c(F)c3)c2c1
  0	-11	-3
- O=C(c1cc(-c2ccccc2)nn1-c1ccc(Cl)cc1)N1CCN(c2cccc(C(F)(F)F)c2)CC1
  -3	-2	-6
- O=C(/C=C/c1ccc(Br)o1)N1CCN(c2ccccn2)CC1
  9	x	-5
- COCC1(c2nc(CN3CCN(C)CC3)no2)CCC1
  2	x	-4
- COc1ccc(S(=O)(=O)N2CCOCC2)cc1N1CCN(C(=O)/C=C/c2ccccc2Cl)CC1
  21	-8	-6
- Cc1ccc(-n2c3c(c(=S)[nH]c2=O)CCC3)cc1C
  2	-11	-12
- Cc1cccc(-c2noc(N3CCOCC3)c2CN(CC2CC2)C(=O)c2ccco2)c1
  -12	2	0
- COc1ccc(NC(=O)c2sc(=O)n(Cc3cccc(F)c3)c2C)cc1
  -7	x	1
- CCOc1ccc(-n2c(C)cn3c4c(=O)n(CCCO)c(=O)n(C)c4nc23)cc1
  -6	x	-8
- CCSc1nnc(NC(=O)CN2C(=O)NC3(CC(C)CC(C)(C)C3)C2=O)s1 (configuration not stated)
  2	-5	-6
- C=CCN1CC(c2nc3ccccc3n2Cc2ccc(F)cc2)CC1=O (configuration not stated)
  -1	x	0
- Cc1nn(CCC#N)c(C)c1CCC(=O)N1CCCC1c1ccc(Cl)cc1 (configuration not stated)
  1	x	5
- Cc1nc(Cl)cc(NC2CC(=O)N(C(C)C)C2=O)n1 (configuration not stated)
  -9	x	-1
- CCc1ccccc1NC(=O)CCNC(=O)c1cc(NC(C)=O)ccc1Cl
  5	x	-7
- O=C(NCCc1cccc(F)c1F)N1CCN(c2ccccn2)CC1
  1	x	0
- Cn1c(=O)[nH]c(=O)c2c1nc(N1CCN(Cc3cccc(Cl)c3)CC1)n2Cc1ccc(Cl)cc1
  2	-4	-7
- CCOC(=O)c1nnc2n(c1=O)CCN2c1ccc(OC)cc1
  -3	x	-14
- COCCn1c(SCc2coc(-c3ccccc3)n2)nc2ccccc2c1=O
  25	x	-12
- CC(C)(C)CC(=O)NC1CCN(c2ccccc2C(=O)NC2CC2)CC1
  0	-6	-6
- O=C(COc1coc(CN2CCN(c3ccccc3)CC2)cc1=O)NC1CCCCC1
  0	-9	-5
- CSC1=NCCN1C(=O)c1ccc(OC(C)C)cc1
  -3	-2	-3
- O=[N+]([O-])c1ccc(Cl)cc1NN=C1CCCCC1
  -4	-5	-9
- C=CCc1ccc2ccccc2c1OCCN(C)C
  -5	x	-2
- CNCCc1ccccn1
  0&-7	1	-3&-5&6
- Oc1ccccc1Nc1nc2ccccc2n2cnnc12
  4	2	3
- Cc1ccc2nc(C(C)Nc3nc(C)nc4c3cnn4C)[nH]c2c1 (configuration not stated)
  1	x	-2
- O=C(CCc1nnc(Cc2cccc(C(F)(F)F)c2)o1)NCCc1ccco1
  1	x	-2
- Cc1cc(C)n(-c2cc(NCCNC(=O)c3ccccc3)ncn2)n1
  -6	-7	-9
- COc1cc(NC(=O)CCC2CCCN(C3CCSCC3)C2)cc(OC)c1 (configuration not stated)
  7	x	-2
- CCc1nc2ccc(C(=O)Nc3ccc(NC(C)=O)cc3)cn2c1N(C)C(=O)c1ccncc1
  19	-3	-6
- Cc1nnc(NC(=O)c2cccs2)s1
  -1	x	0
- O=C(Cn1nc(C(F)(F)F)c2c1CCCC2)NC1CCCC1
  0	x	-5
- O=c1[nH]c2ccc(S(=O)(=O)Nc3ccccc3Oc3ccccc3Cl)cc2o1
  13	x	10
- CCCCCCn1c(CN2CCN(CCO)CC2)nc2c1c(=O)n(C)c(=O)n2C
  -1	x	-5
- CC(C)CN(CC(=O)N(CCc1c[nH]c2ccccc12)Cc1ccccc1)C(=O)Cc1ccc(F)cc1
  14	-5	-7
- CCCc1ncc(CN2CCC(C(=O)Nc3cccc(-c4cccc(OC)c4)c3)CC2)cn1
  0	-7	-4
- O=S(=O)(NCc1ccccc1)Nc1ccc2ncccc2c1
  x	-10	0
- COc1ccc(C(NC(C)=O)C2CCCc3ccccc3C2=O)cc1 (configuration not stated)
  3	x	-5
- CN(Cc1ccccc1)S(=O)(=O)N1C[C@H]2CC=CC[C@H]2C1
  2	x	-6
- CC(=O)Nc1ccc(-c2ccc(S(=O)(=O)N(C)CC(=O)N(C)C)cc2)cc1
  -2	x	0
- O=C(NN1CCCC1)c1ccc(COC(CCN2CCOCC2)c2cccs2)cc1 (configuration not stated)
  2	-2	6
- Cc1ccccc1CO[C@]1(C(=O)NCCN2CCOCC2)CC(OCc2ccc(C(F)(F)F)cc2)[C@@H]2OC(C)(C)O[C@@H]2C1 (some centres not stated)
  24	-5	-1
- S=C(NCC1CCCO1)NNc1c(Cl)cc(Cl)cc1Cl (configuration not stated)
  7	-4	-2
- N#CC1(c2ccccc2)CCN(C(=O)C2CC=CCC2C(=O)N[C@H](CO)Cc2ccccc2)CC1 (some centres not stated)
  -4	-5	-9
- O=C(CC1C=CCC1)N1CCN(S(=O)(=O)c2c(Cl)cccc2Cl)CC1 (configuration not stated)
  -4	-8	-5
- O=C(O)Cn1cccn1
  9	x	-1
